Screening data: PubChem, National Center for Advancing Translational Sciences (NCATS)
TrxR1 inh = blocks rat thioredoxin reductase 1. Potency, µM (titrated, usually from 114 µM), inactives show top-dose activity change, negative = inhibition, usual class: inhibitors. recombinant rTrxR1, NADPH fluorescence consumption, selenite substrate. O89049. 1% of 390,000 active. AID 588453; also: potency is read from the fitted curve at half-maximal effect; % is scaled to controls: 0 for no effect and ±100 for the full control effect; nearly all actives have a fitted effect of over 65% in size
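Rat TrxR1 (90 nM in the dispensed reagent) was pre-reduced with 400 uM NADPH for 5 min at room temperature, then incubated with compound for 15 min. After 400 uM selenite was added, NADPH fluorescence (Ex 340/Em 450 nm) was followed for 8 min.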
TRHR agonist = TRH receptor (human) agonism; P34981; TRHR cells, calcium flux fluo-8, FDSS agonist mode; activation, % at 2 µM; 0.18% of 360,000 active; AID 493084; in the data active = activation above about 30%; also: 0% is about no effect
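TRHR-expressing cells loaded with fluo-8 calcium dye; 23 nL library compound pin-transferred, kinetic FDSS fluorescence (Ex 480/Em 530) recorded about 180 s for agonist-induced calcium release, before a 10 nM TRH EC20 addition for potentiator mode.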
IDH1 R132H inh = blocks human mutant IDH1 R132H enzyme; IDH1-R132H enzyme, NADPH consumption, diaphorase/resazurin fluorescence; 0.093% of 390,000 active; Potency, µM (doses to about 76.6 µM), without a hit: top-dose activity change, negative = inhibition, actives largely listed as inhibitors; O75874; also: potency is read from the fitted curve at half-maximal effect; % is scaled to controls: 0 for no effect and ±100 for the full control effect; nearly all actives have a fitted effect of over 65% in size
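IDH1-R132H (0.5 ug/mL) preincubated 30 min with compound, then NADPH (0.016 mM) and alpha-KG (2 mM) added; 80 min at RT, pH 7.5. Remaining NADPH coupled via diaphorase/resazurin to fluorescence (540/590 nm); concentration-response curves normalized to no-enzyme control.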
PI4K2A block = inhibitors of human PI4K2A | Q9BTU6 | purified PI4K2A, ADP-Glo luminescence, 1 h; hits give low values | activity change, negative = inhibition, % at 76.9 µM | 0.13% of 420,000 active; in the data active = activity change below about -50%; inconclusive = mostly about -30% to -49%;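 also: -100% = wells without enzyme as full effect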
Target sequence (Q9BTU6 whole entry, looked up): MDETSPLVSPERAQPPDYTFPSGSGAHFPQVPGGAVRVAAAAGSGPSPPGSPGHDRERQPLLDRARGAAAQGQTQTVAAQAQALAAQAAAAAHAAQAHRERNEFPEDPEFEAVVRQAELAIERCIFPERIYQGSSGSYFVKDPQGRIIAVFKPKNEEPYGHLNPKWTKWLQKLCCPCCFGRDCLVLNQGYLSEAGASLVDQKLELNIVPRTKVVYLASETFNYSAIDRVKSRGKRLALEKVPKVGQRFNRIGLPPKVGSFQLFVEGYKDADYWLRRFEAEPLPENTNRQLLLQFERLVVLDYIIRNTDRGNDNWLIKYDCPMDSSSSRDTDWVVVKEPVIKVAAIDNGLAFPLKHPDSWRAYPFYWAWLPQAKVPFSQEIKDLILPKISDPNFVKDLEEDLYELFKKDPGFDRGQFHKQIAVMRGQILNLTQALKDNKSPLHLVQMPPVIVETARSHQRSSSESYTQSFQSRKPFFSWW
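PI4K2A activity was measured by ADP-Glo luminescence: enzyme (4 ug/mL stock) and phosphatidylinositol (1.2 mM stock) in Tris pH 7.5/MgCl2/EGTA/Triton X-100 buffer were reacted with ATP (300 microM stock) for one hour at ambient temperature.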
D2 antag = antagonizes the human D2 dopamine receptor. P14416. HEK293 TREx D2 cells, calcium flux, dopamine EC80. inhibition, % at 10 µM. 2% of 340,000 active. AID 485344; in the data active = inhibition above about 30%; also: 0% is about no effect
Target sequence (P14416 whole entry, looked up): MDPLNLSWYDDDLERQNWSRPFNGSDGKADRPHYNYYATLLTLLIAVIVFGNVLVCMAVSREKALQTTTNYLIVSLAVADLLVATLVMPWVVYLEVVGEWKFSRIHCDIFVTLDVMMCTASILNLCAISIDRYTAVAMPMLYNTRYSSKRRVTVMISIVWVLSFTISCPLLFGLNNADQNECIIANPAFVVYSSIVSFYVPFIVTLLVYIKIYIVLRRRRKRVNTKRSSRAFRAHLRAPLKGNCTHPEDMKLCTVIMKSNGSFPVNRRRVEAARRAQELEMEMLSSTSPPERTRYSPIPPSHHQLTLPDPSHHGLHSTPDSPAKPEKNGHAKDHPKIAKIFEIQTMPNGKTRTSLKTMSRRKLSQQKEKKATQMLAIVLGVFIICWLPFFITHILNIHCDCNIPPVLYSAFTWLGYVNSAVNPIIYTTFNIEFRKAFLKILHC
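Overnight-induced (tetracycline, 30 C) HEK293 T-REx cells carrying force-coupled D2 receive a no-wash calcium dye, then compound, then EC80 dopamine at 180 s; signals are read kinetically throughout.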
TRHR enhancer = allosterically enhances the human TRH receptor; P34981; TRHR cells, fluo-8 calcium fluorescence, EC20 TRH enhancement; enhancement, % at 2 µM; 0.66% of 360,000 active; AID 493056; in the data active = enhancement above about 30%; also: 0% is about no effect
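Enhancer read-out: after compound pinning and an initial kinetic agonist-mode read, an EC20 of TRH (10 nM final) was injected and fluo-8 calcium signal (Ex 480/Em 530) followed at 1 s/cycle for 100 cycles in TRHR-expressing cells.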
USP1-UAF1 inh = USP1/UAF1 (human) deubiquitinase inhibition; O94782; recombinant USP1/UAF1, Ub-Rhodamine cleavage fluorescence; Potency, µM (titrated, usually from 57.1 µM), for the others: at the top dose activity change, negative = inhibition, usual class: inhibitors; 0.23% of 390,000 active; also: potency is read from the fitted curve at half-maximal effect; % is scaled to controls: 0 for no effect and ±100 for the full control effect; nearly all actives have a fitted effect of over 60% in size; inactives centre near -12
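USP1/UAF1 complex at 1 nM was preincubated with compound for 15 min at room temperature, then Ub-Rho substrate (150nM final) was added. Fluorescence (480/540 nm) was read kinetically, 6 reads every 60 seconds.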
D2 agonist = agonists of human D2 dopamine receptor; activation, % at 2 µM; HEK293 T-REx D2 cells, calcium flux agonist mode; P14416; 0.53% of 340,000 active; AID 485358;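 active = activation over 3 SD above normal in the single-dose calcium agonist read, cut at about 30% in these data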; also: 0% is about no effect
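HEK293 Trex D2 cells, tetracycline-induced, o/n 30 C 5% CO2; no-wash Ca dye, RT 30–90 min; 10-cycle baseline, 23 nl cpd added, kinetic Ca read 180 s; agonist hits = positive Ca response.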
TrxR1 substrate = rat thioredoxin reductase 1 substrate activity; O89049; 0.01% of 390,000 active; AID 588456; purified TrxR1 substrate turnover, NADPH consumption readout; Potency, µM (titrated, usually from 114 µM), for the others: at the highest dose activity change, negative = substrate turnover; also: potency is read from the fitted curve at half-maximal effect; % is scaled to controls: 0 for no effect and ±100 for the full control effect; nearly all actives have a fitted effect of over 50% in size
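Rat TrxR1, dispensed at 90 nM, was prereduced with 400 uM NADPH (final) for 5 min at ~22 deg C, then incubated with compound 15 min before 400 uM selenite. A first-read NADPH fluorescence drop versus no-compound background flagged substrates.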
* = called active by the depositor; u = inconclusive; x = no result given; [ ] = another dose, or the depositor's remark. Unless noted, calls follow the shape of the dose curve; as a rule, active = well fitted inhibition curve with a large enough effect; inconclusive = small, poorly fitted or top-dose-only effect; inactive = no such curve, though single readings can be large or run the other way.

SMILES	TrxR1 inh	TRHR agonist	IDH1 R132H inh	PI4K2A block	D2 antag	TRHR enhancer	USP1-UAF1 inh	D2 agonist	TrxR1 substrate
Cn1cnc([N+](=O)[O-])c1S(=O)(=O)Oc1ccc(Cl)cc1	u	x	-0.3%	-16.5	x	x	u	x	9.9%[57.1 µM]
COc1cccc(-n2ccnc2SCC(=O)NCc2ccccc2)c1	-2.1%	-0.5	5.1%	4.4	-0.5	-1.0	-7.8%	-0.5	8.4%[57.1 µM]
COc1ccc(OC)c(NC(=O)CN(Cc2ccc(Cl)cc2)S(C)(=O)=O)c1	11.0%[57.1 µM]	-0.5	3.2%	-1.9	14.3	-0.6	-25.3%	1.6	-4.1%[57.1 µM]
CCOc1ccccc1C(=O)N[C@H](C(=O)OCC(=O)Nc1nnc(-c2ccccc2)o1)C(C)C	22.3%	x	-14.2%	5.5	x	x	-11.0%	x	2.4%
CCN(CC)S(=O)(=O)N1CCN(S(=O)(=O)N2CCOCC2)CC1	3.4%	0.4	4.1%	0.6	-20.7	3.3	-19.4%	-1.3	2.9%
Cc1ccccc1OCC(O)Cn1c(Br)nc2c1c(=O)[nH]c(=O)n2C (stereo not given)	25.9%	1.1	3.1%	0.1	-20.8	-2.3	-13.1%	-0.5	5.3%
CN1C[C@@H]2[C@@H]3C(=O)N(Cc4ccccc4)C(=O)[C@@H]3[C@](C)(C1=O)N2C(=O)c1ccc(C(C)(C)C)cc1	-1.5%[57.1 µM]	x	-3.9%	1.6	x	x	-5.7%	x	-1.0%[57.1 µM]
COC(=O)c1sc(N2C(=O)C(O)=C(C(=O)c3ccc(C)o3)C2c2ccc(F)cc2)nc1C (stereo not given)	u	-0.9	0.0%	-4.6	2.2	-1.1	u	0.0	-16.1%
C=CCN(CC=C)CC(=O)Nc1cccc(Oc2cnccn2)c1	6.0%	-0.6	-7.6%	2.0	0.5	-3.3	-14.9%	0.1	-2.1%
O=C1COc2ccc(S(=O)(=O)N3CCN(c4ccccc4)CC3)cc2N1	18.3%	0.2	-5.1%	-4.5	13.4	1.5	-20.2%	1.5	2.1%
COC(=O)c1ccccc1C(=O)N1CC(O)CO1 (stereo not given)	9.1%	0.7	-2.9%	1.9	9.0	7.9	-6.9%	-2.4	0.5%
CS(=O)(=O)N(CC(=O)N1CCCCC1)C1CCCCC1	20.5%[57.1 µM]	0.3	1.9%	-1.9	2.0	-2.0	-8.6%	0.7	13.6%[57.1 µM]
COc1ccc(Nc2ncnc3sc(C)cc23)cc1	16.1%	-0.3	9.0%	-3.0	x	2.0	-16.5%	x	2.6%
Nc1[nH]nc2nc(N3CCCC3)nc(-c3ccccc3)c12	-12.5%	-0.9	1.3%	-0.6	0.6	2.1	-11.1%	0.8	-4.1%
CCc1ccc(N=CC2=C(O)CC(c3ccco3)CC2=O)cc1 (stereo not given)	-3.9%[57.1 µM]	-0.6	5.8%	-2.6	23.6	-1.0	-17.9%	-1.5	-10.2%[57.1 µM]
CN(C)C(=O)c1ccc(NC(=O)c2ccccc2-c2ccccc2)cc1	17.6%	1.1	0.3%	1.0	-10.1	-3.6	-14.7%	-0.2	0.3%
CN(C)S(=O)(=O)Oc1ccc(C(=O)Nc2cccc(Cl)c2)cc1	1.4%	-1.0	5.5%	0.4	-4.0	4.5	-17.8%	-1.5	-9.9%
Cc1ccc(-c2cn(S(=O)(=O)c3ccc(C)cc3)nc2N)cc1	14.3%	-1.0	3.2%	-2.0	5.5	10.8	-9.0%	-1.2	0.7%
C=CCc1c(C)[nH]c(=O)[nH]c1=O	-8.2%	0.4	8.7%	1.9	15.3	-6.0	-5.0%	1.7	-0.5%
Cc1ccc(CCNC(=O)c2ccc3nc(N4CCC(C)CC4)sc3c2)cc1	16.7%	0.8	0.0%	-0.6	x	-4.6	-13.9%	0.1	4.4%
CCOC(=O)N(C)c1ccc(C(O)(C(F)(F)F)C(F)(F)F)cc1	7.4%[57.1 µM]	0.0	7.0%	7.7	-26.7	-0.1	-8.6%	-1.2	6.0%[57.1 µM]
O=C(C1COc2ccccc2O1)N(Cc1cccnc1)c1nc2ccc(F)cc2s1 (stereo not given)	15.4%[57.1 µM]	0.3	-9.0%	0.7	x	-0.6	-4.5%	1.6	1.9%[57.1 µM]
COc1ccc(CCNC(=O)CSc2nc3ncccc3[nH]2)c(OC)c1	27.9%	-0.3	-3.3%	-1.1	1.4	-4.1	-26.0%	-0.1	3.4%
CCOC(=O)c1ccc(NC(=O)c2c(C)nn(-c3ccc(F)cc3)c2-n2cccc2)cc1	18.7%	0.3	-7.9%	-3.5	x	3.6	-31.7%	0.3	6.1%
Cc1ccc(Cn2c(SCC(=O)NCC3CCCO3)nc3c2c(=O)n(C)c(=O)n3C)cc1 (stereo not given)	21.4%[57.1 µM]	0.3	-2.1%	-18.7	1.5	-9.0	-8.4%	-0.5	10.0%[57.1 µM]
COc1ccc(-c2nc(NC3=NCCCCC3)sc2C)cc1	-2.3%[57.1 µM]	-1.4	14.7%	5.9	25.7	1.5	u	-2.5	-5.0%[57.1 µM]
CC[C@@H](C)C(NC(=O)OC(C)(C)C)c1cn([C@@H](CCC(=O)OC(C)(C)C)C(=O)N2CCN(C(=O)OC(C)(C)C)CC2)nn1 (stereo not given in full)	-5.8%[57.1 µM]	0.8	-7.3%	-1.7	5.3	-11.5	-29.8%	1.8	-2.1%[57.1 µM]
COc1ccc(C(=O)NCc2nnc(SC)n2C2CCCCC2)cc1	6.6%	-1.0	1.5%	1.1	-5.3	-3.4	-18.5%	-1.6	-1.4%
Cc1noc(C)c1COc1ccc(C(=O)N(C)CCOc2ccccc2)cc1	1.8%	-0.4	-2.1%	0.6	-21.7	-2.8	-15.8%	0.2	0.2%
CCOc1cc(N2CCOCC2)c(OCC)cc1NC(=O)c1ccc(C)s1	0.3%	1.0	-1.3%	-3.5	-3.0	-3.3	-14.0%	0.0	-10.5%
CN(C)c1ccc(/C=C/C(=O)c2ccc3c(c2)OCCO3)cc1[N+](=O)[O-]	5.0%[57.1 µM]	-0.1	0.6%	-1.4	x	-2.8	0.9%	x	4.3%[57.1 µM]
COCCNC(=O)Cn1nc(C(F)(F)F)c(Br)c1C	4.2%	0.0	11.4%	-1.9	15.6	1.7	-11.2%	-0.2	12.2%[57.1 µM]
O=C(NCS(=O)(=O)c1ccccc1)c1ccccc1	44.7µM*	0.1	2.6%	-2.4	17.7	0.3	-9.7%	0.6	4.1%
COCCNC(=O)C1=C(N)C(C(=O)Nc2ccc(C)c(S(=O)(=O)N3CCCCC3)c2)SC1=Nc1ccc(C)cc1C (stereo not given)	28.0%	0.3	1.1%	-0.9	x	14.1	-18.6%	x	-2.8%
O=S(=O)(NCC1CCCO1)c1ccc2ccccc2c1 (stereo not given)	21.3%	-0.6	-1.1%	-0.5	-8.0	1.9	-28.0%	0.0	7.1%
COc1ccccc1Cc1nc2ccccc2n1S(=O)(=O)c1ccc(Cl)cc1	10.7%	0.3	2.2%	1.8	-15.7	16.0	-7.9%	-1.0	1.5%
O=C(OCc1ccccc1)/C(=C/c1cccc(Br)c1)NC(=O)c1ccco1	-23.0%	0.1	3.0%	-2.2	2.4	-3.2	-5.9%	-0.4	-15.5%
Cc1ccc(Cl)cc1NC(=O)C1CC(=O)N(C(C)C)C1 (stereo not given)	6.0%[57.1 µM]	0.3	0.1%	-1.0	-1.6	-0.3	-1.8%	-0.6	-8.2%
CCOc1ccc(NC(=O)CN(C)C(=O)c2ccc(N3CCCCC3)c([N+](=O)[O-])c2)cc1OCC	16.5%	-0.1	21.1%	2.2	5.8	1.5	-19.4%	-0.4	0.5%
c1ccc(-c2nc3cccnc3nc2-c2ccccc2)cc1	16.6%[57.1 µM]	x	7.3%	1.1	x	x	-13.8%	x	-18.7%[57.1 µM]

Three compounds already listed, sorted by molecular weight, ascending:
SMILES	TrxR1 inh	TRHR agonist	IDH1 R132H inh	PI4K2A block	D2 antag	TRHR enhancer	USP1-UAF1 inh	D2 agonist	TrxR1 substrate
COc1ccc(CCNC(=O)CSc2nc3ncccc3[nH]2)c(OC)c1	27.9%	-0.3	-3.3%	-1.1	1.4	-4.1	-26.0%	-0.1	3.4%
CCOc1cc(N2CCOCC2)c(OCC)cc1NC(=O)c1ccc(C)s1	0.3%	1.0	-1.3%	-3.5	-3.0	-3.3	-14.0%	0.0	-10.5%
COCCNC(=O)C1=C(N)C(C(=O)Nc2ccc(C)c(S(=O)(=O)N3CCCCC3)c2)SC1=Nc1ccc(C)cc1C (stereo not given)	28.0%	0.3	1.1%	-0.9	x	14.1	-18.6%	x	-2.8%

The list continues:
SMILES	TrxR1 inh	TRHR agonist	IDH1 R132H inh	PI4K2A block	D2 antag	TRHR enhancer	USP1-UAF1 inh	D2 agonist	TrxR1 substrate
CCCN1CCC(NC(=O)Cc2cccc(C)c2)CC1	-15.5%	0.5	-1.3%	-4.5	-7.2	14.2	1.3%	2.4	-14.9%
Cc1ccc(N(C(=O)c2ccn[nH]2)C(C(=O)NC2CCCC2)c2cccs2)cc1 (stereo not given)	x	0.0	x	x	-15.7	-7.9	x	4.4	x
COc1cc(OC)cc(C(=O)NCCCN2CCN(CCCNC(=O)c3cc(OC)cc(OC)c3)CC2)c1	3.5%[57.1 µM]	-0.5	4.9%	-4.8	0.9	-0.9	-14.9%	-0.8	11.8%[57.1 µM]
Cc1ccc(S(=O)(=O)N(C)c2ccccc2C(=O)N2CCCC2)cc1	-7.5%	-0.6	-4.1%	0.2	-4.2	-1.0	-14.6%	0.6	-8.1%
CN(C)CCN=Cc1c(O)n(Cc2ccc3c(c2)OCO3)c(=O)c2ccccc12	26.5%[57.1 µM]	0.6	1.7%	6.5	-4.7	1.0	-0.8%	-0.4	9.1%

The order is random, and some 3.9% of all compounds hit somewhere here.
